LDHA block – LDHA (human) enzyme inhibition; activity change, % (values are at about 110 or 230 µM); 0.15% of 480,000 active; purified LDHA, NADH/diaphorase-resazurin fluorescence; active compounds read low; AID 1347041; P00338; in the data active = activity change below about -30%;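 note: plate controls were DMSO wells for no effect and wells without enzyme for full effect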
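Resorufin fluorescence (ex540/em590), read at 0 and 20 min after diaphorase/resazurin addition, reports the NADH left after a 5 min room-temperature reaction of 2 nM human LDH5 with 0.06 mM NADH and 0.2 mM pyruvate.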
GRP78 ERSR act – induces the endoplasmic reticulum stress response in human glioma cells; AID 602332; 0.02% of 420,000 active; Potency, µM, inactives show top-dose activation, most hits filed as activators; U87-MG GRP78 promoter luciferase reporter, 16 h; active = well fitted activation curve with a large enough effect; note: potency is the fitted concentration of half-maximal effect; series mostly up to about 76 µM; % of control where 0% means no effect; nearly all actives have a fitted effect of over 35% in size
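ERSR induction read as luciferase luminescence (Bright-Glo, 10 min at room temperature) in stably transfected human U87-MG glioma cells exposed to compounds for 16 h, using GRP78 as sensor.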
The depositor's hits bear a star; . = no result given; & = joins results of further samples.

SMILES	LDHA block	GRP78 ERSR act
Cc1cc(Cn2cnc3c2C[C@@H](C(=O)O)N(C(=O)C(c2ccccc2)c2ccccc2)C3)ccc1N(C)C	.	4%
N#C/C(=C1/SCC(c2ccccc2Cl)S1)n1ccnc1 (centres undefined)	.	-3%
C[C@@H]1CC[C@]2(C(=O)O)CC[C@]3(C)C(=CCC4[C@@]5(C)C[C@@H](O)[C@H](O)[C@@](C)(CO)C5CC[C@]43C)C2[C@H]1C (some centres undefined)	.	-4%
CC1(C(=O)O)CCC2(C)CCC3(C)C(=CC(=O)[C@@H]4C5(C)CC[C@H](O[C@H]6O[C@H](C(=O)O)C(O)C(O)[C@H]6O[C@@H]6O[C@H](C(=O)O)C(O)C(O)C6O)C(C)(C)[C@@H]5CCC43C)[C@@H]2C1 (some centres undefined)	.	0%
CC1(C)[C@@H](O[C@H]2O[C@H](C(=O)O)[C@@H](O)[C@H](O)[C@H]2O[C@@H]2O[C@H](C(=O)O)[C@@H](O)[C@H](O)[C@H]2O)CC[C@]2(C)[C@H]3C(=O)C=C4[C@@H]5C[C@@](C)(C(=O)O)CC[C@]5(C)CC[C@@]4(C)[C@]3(C)CC[C@@H]12	.	-2%
COc1ccc(-c2cc(C(F)F)nn2-c2ccc(S(N)(=O)=O)cc2)cc1F	.	-5%
CC[C@@]12CCCN3CCc4c(n(c5ccccc45)[C@](O)(C(=O)OC)C1)[C@H]32	.	-4%&-5%&-6%
CCCCCCCCCCCCOCCOCCOCCOCCOCCOCCOCCOCCOCCO	.	17%&7%
C/C(=C(/CCO)SS/C(CCO)=C(\C)N(C=O)Cc1cnc(C)nc1N)N(C=O)Cc1cnc(C)nc1N	.	-2%
CN(C(=O)c1c(O)c2ccccc2n(C)c1=O)c1ccccc1	.	-5%
CCOC(=O)[C@H](CCc1ccccc1)N[C@@H](C)C(=O)N1C(=O)N(C)C[C@H]1C(=O)O	.	-3%
CC(=O)Nc1ccc(OC(=O)c2ccccc2OC(C)=O)cc1	.	-9%
CCCCCCCCCCCCCCCC[N+](C)(C)Cc1ccccc1	.	-10%
c1ccc(-n2cnnn2)cc1	.	-3%
CNS(=O)(=O)CCc1ccc2[nH]cc(C3CCN(C)CC3)c2c1	.	-2%
CCCCCCCCCCCC[N+](C)(C)Cc1ccccc1	.	-7%
CC12CCC3C(=CCc4cc(O)ccc43)C1CCC2=O (centres undefined)	.	5%
C[C@@]12CC[C@H]3[C@@H](CCC4=CC(=O)CC[C@]43C)[C@H]1CC[C@H]2C(=O)CO	.	-7%
CCOC(=O)c1ccccc1O	.	-3%&-3%
C[C@@H]1CC2[C@@H]3C[C@H](F)C4=CC(=O)C(Cl)=C[C@]4(C)[C@@]3(F)[C@H](O)C[C@]2(C)[C@@]1(O)C(=O)CO (some centres undefined)	.	-5%
COc1cc2c(c(OC)c1OC)-c1c(cc(OC)c(OC)c1OC)CC(C)C(C)C2 (centres undefined)	.	-7%
O=C(NCCCN1CCOCC1)c1ccc(Cl)cc1	.	-3%
Cc1cccc(N(C)C(=S)Oc2ccc3c(c2)CCC3)c1	.	0%
C[C@@H]1c2cccc(O)c2C(O)=C2C(=O)[C@@]3(O)C(O)=C(C(N)=O)C(=O)[C@@H](N(C)C)[C@@H]3[C@@H](O)[C@@H]21	.	-4%
Cc1ccsc1/C=C\C1=NCCCN1C	.	-2%

Rewritten with two lines to a compound: part of the list above
Second line of a record – LDHA block, GRP78 ERSR act
> CNS(=O)(=O)CCc1ccc2[nH]cc(C3CCN(C)CC3)c2c1
  ., -2%
> CCCCCCCCCCCC[N+](C)(C)Cc1ccccc1
  ., -7%

New compounds follow
SMILES	LDHA block	GRP78 ERSR act
NC(=O)C[C@@H](N)C(=O)O	.	-2%
CC1CCC2(C(=O)O)CCC3(C)C(=CCC4C3(C)CCC3[C@@]4(C)CC(O)C(O)[C@@]3(C)CO)C2C1C (some centres undefined)	.	3%
COc1cc(C=O)ccc1O	.	-3%&-2%
CN(C)C(=O)CNC(=O)Cc1ccccc1	.	-4%
C=C1c2cccc(O)c2C(O)=C2C(=O)[C@@]3(O)C(O)=C(C(N)=O)C(=O)[C@@H](N(C)C)[C@@H]3[C@@H](O)[C@H]12	.	-2%
NCc1ccccc1Sc1ccccc1CO	.	-2%
C=CCCCCCCCCC(=O)OC	.	-3%
Cc1ccccc1OCC(O)CO (centres undefined)	.	-4%
C=Cc1ccccc1	.	-3%
COC(=O)C1=C(C)NC(C)=C(C(=O)OCCN2CCN(C(c3ccccc3)c3ccccc3)CC2)C1c1cccc([N+](=O)[O-])c1 (centres undefined)	.	-3%
CCCCC(CC)COC(=O)c1ccccc1O (centres undefined)	.	-4%
COC(=O)c1ccccc1O	.	-3%
CC1=C(C(=O)O)N2C(=O)[C@@H](NC(=O)[C@@H](N)c3ccc(O)cc3)[C@@H]2SC1	.	-2%
CN(c1nccc(=O)[nH]1)C1CCN(c2nc3ccccc3n2Cc2ccc(F)cc2)CC1	.	-5%
O=C1c2c(O)cccc2[C@@H]([C@@H]2O[C@H](CO)[C@@H](O)[C@H](O)[C@H]2O)c2cc(CO)cc(O)c21	.	-4%
CCn1cc(C(=O)O)c(=O)c2cc(F)c(N3CCNC(C)C3)c(F)c21 (centres undefined)	.	-6%&-4%
CCC1OC(=O)C[C@H](O)C(C)[C@@H](O[C@@H]2OC(C)C(O)C(N(C)C)C2O)C(CCN2CC(C)CC(C)C2)CC(C)C(=O)/C=C/C(C)=C\[C@@H]1COC1OC(C)C(O)C(OC)C1OC (some centres undefined)	.	-4%
O=C(O)c1ccc(-n2nc(-c3ccccc3O)nc2-c2ccccc2O)cc1	.	-3%
CCN(CC)CCOc1ccc(Cc2ccccc2)cc1	.	-2%&-1%
O=C(O)C1Cc2ccccc2CN1 (centres undefined)	4	.
CCOC(=O)c1nc(NCc2ccc(OC)cc2OC)c2ccccc2n1	0	.
CC(=O)N[C@@H](Cc1ccccc1)C(=O)O	-1	.
O=C(/C=C/c1ccc(Cl)cc1)c1cccc(O)c1	2	.

A different layout for some results above:
Structure,LDHA block,GRP78 ERSR act
NC(=O)C[C@@H](N)C(=O)O,.,-2%
CC1CCC2(C(=O)O)CCC3(C)C(=CCC4C3(C)CCC3[C@@]4(C)CC(O)C(O)[C@@]3(C)CO)C2C1C (some centres undefined),.,3%
COc1cc(C=O)ccc1O,.,-3%&-2%
CN(C)C(=O)CNC(=O)Cc1ccccc1,.,-4%
C=C1c2cccc(O)c2C(O)=C2C(=O)[C@@]3(O)C(O)=C(C(N)=O)C(=O)[C@@H](N(C)C)[C@@H]3[C@@H](O)[C@H]12,.,-2%
NCc1ccccc1Sc1ccccc1CO,.,-2%
C=CCCCCCCCCC(=O)OC,.,-3%
Cc1ccccc1OCC(O)CO (centres undefined),.,-4%
C=Cc1ccccc1,.,-3%
COC(=O)C1=C(C)NC(C)=C(C(=O)OCCN2CCN(C(c3ccccc3)c3ccccc3)CC2)C1c1cccc([N+](=O)[O-])c1 (centres undefined),.,-3%
CCCCC(CC)COC(=O)c1ccccc1O (centres undefined),.,-4%
COC(=O)c1ccccc1O,.,-3%
CC1=C(C(=O)O)N2C(=O)[C@@H](NC(=O)[C@@H](N)c3ccc(O)cc3)[C@@H]2SC1,.,-2%
CN(c1nccc(=O)[nH]1)C1CCN(c2nc3ccccc3n2Cc2ccc(F)cc2)CC1,.,-5%
O=C1c2c(O)cccc2[C@@H]([C@@H]2O[C@H](CO)[C@@H](O)[C@H](O)[C@H]2O)c2cc(CO)cc(O)c21,.,-4%
CCn1cc(C(=O)O)c(=O)c2cc(F)c(N3CCNC(C)C3)c(F)c21 (centres undefined),.,-6%&-4%
CCC1OC(=O)C[C@H](O)C(C)[C@@H](O[C@@H]2OC(C)C(O)C(N(C)C)C2O)C(CCN2CC(C)CC(C)C2)CC(C)C(=O)/C=C/C(C)=C\[C@@H]1COC1OC(C)C(O)C(OC)C1OC (some centres undefined),.,-4%
O=C(O)c1ccc(-n2nc(-c3ccccc3O)nc2-c2ccccc2O)cc1,.,-3%
CCN(CC)CCOc1ccc(Cc2ccccc2)cc1,.,-2%&-1%
O=C(O)C1Cc2ccccc2CN1 (centres undefined),4,.
CCOC(=O)c1nc(NCc2ccc(OC)cc2OC)c2ccccc2n1,0,.
CC(=O)N[C@@H](Cc1ccccc1)C(=O)O,-1,.
O=C(/C=C/c1ccc(Cl)cc1)c1cccc(O)c1,2,.

Source: PubChem (National Center for Advancing Translational Sciences (NCATS))

Some of the compounds tested. The share of hits here may be higher or lower than overall.
